MOR-DOR inv ag – inverse agonists of MOR-DOR heterodimerization, primary screen, cell-based, luminescence; cell-based MOR-DOR heterodimer luminescence, inverse agonism; inhibition, % at 9.3 µM; 340,000 tested, 0.21% active; in the data active = inhibition above about 22%, passing the limit was not always enough;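 note: 0% = cells with DMSO and 100% = wells without cells with DMSO; values of inactives mirror those of a sister screen read the other way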
Ecoli viability – E. coli V3065 growth inhibition, primary screen, counter-screen for AddAB inhibitor project, absorbance, OD600 | 18 h | inhibition, % at 11.9 µM | 330,000 tested, 0.27% active;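 active = inhibition above the campaign's mean inhibition across all tested compounds plus 3 SD, cut at about 9.9% in these data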;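 note: uninfected addAB+ strain grown without phage in ampicillin broth; 0% = DMSO wells and 100% = ciprofloxacin 0.95 µg/ml wells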
SUMO Mot1 rescue – yeast Mot1-301 growth rescue at high temperature, primary screen, SUMOylation pathway inhibitor project, S. cerevisiae, ATP luminescence, 38.5C. S. cerevisiae Mot1-301 growth rescue; percent above DMSO median, 100 means doubled. growth rescue, % at 18.8 µM. 320,000 tested, 1% active;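 active = every valid replicate shows activation above 250% relative to neutral control wells; inactive = the rest, any valid replicate at or below 250%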;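 note: OY570 slx delta 5 strain wells were the positive control but not used for scaling; some compounds called inactive have numbers as strong as hits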
PKA-R1A activ – activators of PKA-R1A holoenzyme, primary screen, biochemical, fluorescence polarization, Cy5-IP20, bovine R1A, mouse PKAc | activation, % at 11.4 µM | PKA-R1A dissociation; scaled: DMSO 0%, 113 µM cGMP 100% | 340,000 tested, 0.083% active | cAMP-dependent protein kinase type I-alpha regulatory subunit (Bos taurus) + …;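 active = percent activation above the mean of all tested compounds plus 3 SD, cut at about 19% in these data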;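 note: higher means more PKAc released from R1A so a rise in polarization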
AddAB inh – growth inhibition of E. coli expressing H. pylori AddAB, primary screen, AddAB inhibitor project, absorbance; inhibition, % at 11.9 µM; 330,000 tested, 0.29% active; in the data active = inhibition above about 12%;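 note: 0% = vehicle wells of infected cells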
DSG3 Ab inh – inhibitors of pemphigus antibody binding to DSG3, primary screen, biochemical, bead-based, flow cytometry, scFv-GFP; Desmoglein-3 (Homo sapiens), P32926; DSG3-coupled beads, scFv-anti-DSG3-GFP binding; hits give low values; binding (percent of control), % at 10 µM; 310,000 tested, 0.48% active;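 active = binding more than 3 SD below its plate's average and above zero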;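 note: hits lower antibody fragment binding to DSG3; some compounds called inactive have numbers as strong as hits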
Target sequence (P32926 whole entry, looked up, the tested form may be a part): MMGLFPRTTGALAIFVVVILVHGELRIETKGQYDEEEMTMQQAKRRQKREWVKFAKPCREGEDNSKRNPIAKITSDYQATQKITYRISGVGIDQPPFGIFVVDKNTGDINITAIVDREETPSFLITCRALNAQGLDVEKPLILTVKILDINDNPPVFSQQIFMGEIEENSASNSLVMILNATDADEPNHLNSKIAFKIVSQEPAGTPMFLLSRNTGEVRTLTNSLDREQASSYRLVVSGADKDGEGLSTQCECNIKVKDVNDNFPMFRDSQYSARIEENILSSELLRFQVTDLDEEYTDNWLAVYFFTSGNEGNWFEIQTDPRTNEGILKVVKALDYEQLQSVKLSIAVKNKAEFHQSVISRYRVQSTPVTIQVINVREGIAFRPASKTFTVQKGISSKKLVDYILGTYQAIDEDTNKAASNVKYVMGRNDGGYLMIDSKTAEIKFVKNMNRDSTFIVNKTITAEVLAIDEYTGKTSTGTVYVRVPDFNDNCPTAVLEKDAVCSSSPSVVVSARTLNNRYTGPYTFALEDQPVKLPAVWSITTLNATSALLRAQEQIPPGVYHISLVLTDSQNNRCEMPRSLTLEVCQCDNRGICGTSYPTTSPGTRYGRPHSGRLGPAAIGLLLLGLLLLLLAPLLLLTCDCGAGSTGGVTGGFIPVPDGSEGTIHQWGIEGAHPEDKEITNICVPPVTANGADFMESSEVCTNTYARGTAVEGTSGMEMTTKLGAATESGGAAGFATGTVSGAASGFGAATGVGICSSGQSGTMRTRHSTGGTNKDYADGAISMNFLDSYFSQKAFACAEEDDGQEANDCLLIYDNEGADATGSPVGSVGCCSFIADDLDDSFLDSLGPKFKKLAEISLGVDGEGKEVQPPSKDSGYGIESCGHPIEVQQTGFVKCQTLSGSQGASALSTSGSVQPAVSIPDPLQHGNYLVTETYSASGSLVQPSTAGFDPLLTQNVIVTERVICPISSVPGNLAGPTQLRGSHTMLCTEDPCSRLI
MOR-DOR ag – agonists of OPRM1-OPRD1 heterodimerization, primary screen, cell-based, luminescence; cells; Mu-type opioid receptor (Homo sapiens) + Delta-type opioid receptor (Homo sapiens), …; activation, % at 9.3 µM; 340,000 tested, 0.3% active; in the data active = activation above about 18%;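 note: 0% = vehicle-treated cells and 100% = reference agonist; values of inactives mirror those of a sister screen read the other way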
HTR5A inv ctr – HTR5A inverse agonists in luminescence cell assay, primary screen, counter-screen for OPRM1-OPRD1 heterodimer inverse agonist project, full-deck HTS; HTR5A cell line, inverse agonism; 340,000 tested, 0.083% active; inhibition, % at 9.3 µM; AID 504634, 2011; in the data active = inhibition mostly above about 23%, no sharp cut-off; inactive = mostly below about 18%;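 note: 0% = cells with DMSO and 100% = no-cell wells with DMSO; some compounds called inactive have numbers as strong as hits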
PfHsp90 yeast 2 – growth inhibition of PfHsp90-expressing yeast, primary screen, antimalarial PfHsp90 inhibitor project, S. cerevisiae, BacTiter-Glo luminescence, single point, set 2. BacTiter-Glo ATP, 48 h; yeast lacking PDR1 and PDR3 efflux regulators. inhibition, % at 9.4 µM. 310,000 tested, 0.32% active;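 active = every replicate shows inhibition above about 80%, whatever the replicate mean, limit read from the data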;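 note: 0% = DMSO neutral controls and 100% = 20 µM radicicol positive controls; yeast relying on Plasmodium falciparum Hsp90 in place of its own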
HTR5A ag – HTR5A agonists in luminescence cell assay, primary screen, counter-screen for OPRM1-OPRD1 heterodimer agonist project, full-deck HTS; cell-based; 340,000 tested, 0.61% active; activation, % at 9.3 µM; 5-hydroxytryptamine receptor 5A (Homo sapiens), P47898; in the data active = activation mostly above about 9.5%, no sharp cut-off; inactive = mostly below about 7.6%;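 note: 0% = cells with vehicle only and 100% = reference agonist; strong numbers were not always called active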
phage Ecoli inh – growth loss of phage-infected E. coli, primary screen, RecBCD inhibitor project, absorbance, with phage, HTS. 360,000 tested, 0.26% active. AID 651602, 2012. inhibition, % at 11.9 µM; in the data active = inhibition above about 11%
Active calls of the source: *; · = no result given.

The first four records, to show the layout:
No.	Compound	MOR-DOR inv ag	Ecoli viability	SUMO Mot1 rescue	PKA-R1A activ	AddAB inh	DSG3 Ab inh
1	C/C(CC(=O)Nc1cc(Cl)ccc1Cl)=N\NC(=O)COc1cccc(C)c1	-14	-0.4	9	2	1.0	105
2	COc1ccc(C(c2nnnn2CC2CCCO2)N2CCC(C(N)=O)CC2)cc1 (stereo not given)	10	-1.5	11	-6	1.0	101
3	CC(=O)C1=C(O)C(=O)N(c2ccc(Br)cc2)C1c1ccccc1[N+](=O)[O-] (stereo not given)	22	3.9	0	1	0.2	94
4	Cc1ccc(C(=O)Oc2coc(CSc3nnc(NC(=O)C4CC4)s3)cc2=O)cc1	16	-2.0	0	-6	0.0	103

No.	MOR-DOR ag	HTR5A inv ctr	PfHsp90 yeast 2	HTR5A ag	phage Ecoli inh
1	2.7	14	-12	-2	1.2
2	-1.7	1	·	0	1.4
3	-4.9	4	-2	-1	2.3
4	-3.0	-12	13	6	1.9

The list itself, from the start:
No.	Compound	MOR-DOR inv ag	Ecoli viability	SUMO Mot1 rescue	PKA-R1A activ	AddAB inh	DSG3 Ab inh
1	C/C(CC(=O)Nc1cc(Cl)ccc1Cl)=N\NC(=O)COc1cccc(C)c1	-14	-0.4	9	2	1.0	105
2	COc1ccc(C(c2nnnn2CC2CCCO2)N2CCC(C(N)=O)CC2)cc1 (stereo not given)	10	-1.5	11	-6	1.0	101
3	CC(=O)C1=C(O)C(=O)N(c2ccc(Br)cc2)C1c1ccccc1[N+](=O)[O-] (stereo not given)	22	3.9	0	1	0.2	94
4	Cc1ccc(C(=O)Oc2coc(CSc3nnc(NC(=O)C4CC4)s3)cc2=O)cc1	16	-2.0	0	-6	0.0	103
5	COC(=O)C1=NNC(C(=O)OC)C1c1ccccc1 (stereo not given)	0	·	·	-11	·	92
6	Cn1cncc1C#Cc1ccc2cc(CCO)oc(=O)c2c1	13	-0.6	4	1	0.2	107
7	CS(=O)(=O)N1CCCC(C(=O)c2cccc(Cl)c2)C1 (stereo not given)	7	-0.8	24	-4	-0.7	100
8	CCC(C)N(C(=O)c1csnn1)C(C(=O)NCc1ccc(F)cc1)c1ccccc1 (stereo not given)	-15	-0.4	-9	-3	2.2	200
9	CN1C(=O)c2ccccc2N(C)C1c1ccc(F)cc1 (stereo not given)	5	·	3	0	·	95
10	CC(C)(Oc1ccc(Cl)cc1)C(=O)NCc1ccncc1	11	-1.0	95	0	1.0	96
11	C=C(C)c1cccc(C(C)(C)NC(=O)Nc2nncs2)c1	10	0.2	6	3	1.1	106
12	CC1(C)CC(=O)/C(=C\c2cccc([N+](=O)[O-])c2)C(C)(C)N1	8	1.2	-18	5	-1.2	102
13	CC(OC(=O)CNC(=O)C1CCCCC1)C(=O)NCc1ccccc1 (stereo not given)	13	-1.4	-4	-4	-0.8	120
14	COc1ccc(CN(C2CCCC2)S(=O)(=O)c2ccc(-n3cnnn3)c(OC)c2)cc1OC	-3	0.9	-4	-11	0.6	98
15	C/C(CC(=O)Nc1ccccc1C#N)=N\NC(=O)c1ccncc1	5	-1.6	-2	-1	3.6	101

No.	MOR-DOR ag	HTR5A inv ctr	PfHsp90 yeast 2	HTR5A ag	phage Ecoli inh
1	2.7	14	-12	-2	1.2
2	-1.7	1	·	0	1.4
3	-4.9	4	-2	-1	2.3
4	-3.0	-12	13	6	1.9
5	0.0	1	-13	0	2.7
6	-2.4	0	8	-2	2.7
7	-1.2	-9	-29	-2	3.5
8	2.3	-7	-3	2	-0.5
9	-1.1	7	8	-2	2.9
10	-2.2	-8	2	8	1.5
11	-1.9	0	20	0	-0.5
12	-1.4	12	-16	-3	0.9
13	-2.5	-12	-15	3	2.6
14	0.5	4	·	-2	1.7
15	-0.9	-45	-3	17	0.6

Next section.
No.	Compound	MOR-DOR inv ag	Ecoli viability	SUMO Mot1 rescue	PKA-R1A activ	AddAB inh	DSG3 Ab inh
16	O=C1CC(c2ccc(S(=O)(=O)N3CCCCC3)cc2)CN1 (stereo not given)	9	0.9	6	-5	1.2	86
17	CC1(C)CC(=O)C(C=NCCO)=C(O)C1	-8	-1.6	-17	17	5.2	115
18	CC(=O)Nc1ccc(C=NNc2ccc([N+](=O)[O-])cc2S(=O)(=O)Nc2ccccc2C(=O)O)cc1	15	2.4	-14	-7	2.5	·
19	CCOC(=O)NCc1ccc2[nH]c(C)cc2c1	0	-1.4	-9	-5	-3.2	93
20	O=C(CCC(=O)N1CCOc2ccccc21)N1CCOCC1	5	-1.1	-5	-4	0.2	107
21	CCOC(=O)C1CCN(C(=O)c2ccc(NC(=O)C3CCCO3)cc2)CC1 (stereo not given)	11	-0.5	25	-6	1.4	·
22	O=C1Cc2cc(S(=O)(=O)N3CCN(c4ccccc4)CC3)ccc2N1	5	-4.2	6	-3	-1.1	93
23	Cc1cc(NC(=O)C(C)SCC(=O)OC(C)C(=O)Nc2ccc(F)cc2Cl)no1 (stereo not given)	6	1.7	3	14	0.7	101
24	Cc1csc(NC(=O)C(C)Oc2ccc(Br)cc2)n1 (stereo not given)	-16	0.2	8	3	0.7	103
25	CCCC(C)C(=O)Nc1nc(C)c(-c2csc(Nc3ccccc3OC)n2)s1 (stereo not given)	-2	-0.3	13	12	-2.8	107
26	CN(Cc1ccccc1)S(=O)(=O)c1ccc2c(c1)n(C)c(=O)c(=O)n2C	23	-2.8	17	-9	2.3	96
27	COc1ccc(C2=NN(C(=O)CSc3nc4ccccc4s3)C(c3ccc(F)cc3)C2)cc1 (stereo not given)	-6	2.7	42	17	4.5	·
28	COC(=O)Nc1ccc(S(=O)(=O)NNC(=O)c2c(O)c3ccccc3n(C)c2=O)cc1	12	-1.3	-5	2	0.5	93
29	CS(=O)(=O)c1cccc(C(=O)NCc2ccc(F)cc2)c1	9	-2.1	422	-4	1.0	110
30	Cc1ccc(NS(=O)(=O)c2ccc(-c3coc(C)n3)cc2)c(C)c1	-16	-0.9	-13	-2	1.9	92

No.	MOR-DOR ag	HTR5A inv ctr	PfHsp90 yeast 2	HTR5A ag	phage Ecoli inh
16	-1.6	-11	-4	-2	0.4
17	1.8	4	-14	2	0.8
18	-4.0	9	-3	-6	0.1
19	0.1	18	18	-5	3.1
20	-0.9	-16	13	-1	2.1
21	-1.8	-13	·	3	1.4
22	-0.8	3	-8	-3	2.0
23	-1.2	3	-12	-1	0.2
24	2.4	8	9	-3	3.7
25	0.3	12	-42	-5	2.1
26	-4.3	-28	4	9	1.5
27	1.2	-12	-44	3	4.3
28	-2.4	4	1	-2	-0.9
29	-1.6	-15	-19	5	1.9
30	2.9	-14	-11	5	1.0

Further compounds
No.	Compound	MOR-DOR inv ag	Ecoli viability	SUMO Mot1 rescue	PKA-R1A activ	AddAB inh	DSG3 Ab inh
31	CSCC[C@H](NC(=O)c1ccc2c(c1)OCO2)c1nnc2ccccn12	8	3.5	7	-3	1.0	99
32	O=C1C=C(c2cccc(Cl)c2)C[C@@H](c2ccc3c(c2)OCO3)C1	-21	0.4	16	1	3.7	101
33	COc1ccccc1NC(=O)Nc1ccccc1SC	10	-0.8	8	9	3.0	99
34	COc1cccc(/C=N/NC(=O)c2cccc(N3CCCC3=O)c2)c1	-2	-1.9	-21	-4	2.7	·
35	COc1cc(C(=O)N2CCC(N3CCCCCC3)CC2)cc(OC)c1OC	7	-0.8	-11	2	3.6	·
36	CSc1ccc(CNC(=O)C2CCC(=O)N(Cc3cccc(F)c3)C2)cc1 (stereo not given)	7	·	1	-4	·	104
37	COCCCn1c(SCC(=O)Nc2sc3c(c2C#N)CCCC3)nnc1-c1ccncc1	-13	0.3	-16	10	-2.9	104
38	COc1ccc(CCNC(=O)c2nonc2N)cc1	11	0.2	22	5	-1.2	·
39	Cc1ccc(NC(=O)CSc2ccc(-c3ccco3)nn2)cc1	3	-0.5	1	-4	0.4	111
40	CSc1ccccc1NC(=O)Cc1ccccc1	14	1.9	-18	1	1.5	116
41	Cc1cc(C)cc(C(=O)Nc2nnc(SCC(=O)N3CCCc4ccccc43)s2)c1	1	0.6	-16	7	2.1	104
42	CO/N=C(\c1ccccc1)c1cccnc1	2	-1.5	3	6	1.9	119
43	NNC(=O)COc1ccc(C2SCCS2)cc1	-2	1.4	·	1	1.4	·
44	CCCc1cc(=O)[nH]c(SCC(=O)Nc2ccccc2C#N)n1	6	0.2	249	-1	-0.7	107
45	Cc1ccccc1C(=O)NNC(=O)c1ccncc1	7	·	11	-3	·	105

No.	MOR-DOR ag	HTR5A inv ctr	PfHsp90 yeast 2	HTR5A ag	phage Ecoli inh
31	-1.4	-9	-3	2	-0.9
32	3.7	-10	-54	2	3.1
33	-2.1	2	13	-1	4.4
34	0.2	-8	1	0	2.9
35	-1.7	-1	3	1	-2.4
36	-1.0	-22	-11	2	1.0
37	2.2	-42	-1	-2	-1.5
38	-1.9	-22	·	1	2.3
39	-0.6	14	-19	-5	1.6
40	-2.9	5	·	-2	-4.3
41	-0.2	3	-28	2	4.1
42	-0.3	-32	15	12	2.7
43	0.3	0	10	0	1.0
44	-1.1	4	-3	4	2.4
45	-1.4	8	14	-2	3.8

Remaining list, next part.
No.	Compound	MOR-DOR inv ag	Ecoli viability	SUMO Mot1 rescue	PKA-R1A activ	AddAB inh	DSG3 Ab inh
46	Cc1ccc(Nc2nc(N)c([N+](=O)[O-])c(NCc3ccco3)n2)cc1C	-7	1.5	45	0	1.3	124
47	CCc1ccc(NC(=O)CCC(=O)Nc2nnc(C(C)C)s2)cc1	9	-0.4	-9	-11	2.0	96
48	Cc1n[nH]c(C)c1CCNC(=O)C1CCC(=O)N(CCc2cccc(F)c2)C1 (stereo not given)	-5	0.1	44	9	3.0	106
49	COCCCN(C(=O)Cn1ncc2c(=O)oc3ccc(C)cc3c21)C(C)c1ccncc1 (stereo not given)	-4	-0.9	-5	-7	-0.3	110
50	COc1ccc(NC(=O)c2ccc3c(c2)C(=O)N(CC2CCCO2)C3=O)cc1O (stereo not given)	4	-3.2	3	1	2.8	105
51	c1ccc(-c2ccccc2OCCOCCN2CCOCC2)cc1	8	-3.5	0	7	-1.1	97

No.	MOR-DOR ag	HTR5A inv ctr	PfHsp90 yeast 2	HTR5A ag	phage Ecoli inh
46	1.3	6	-34	2	2.9
47	-1.7	-2	20	1	3.1
48	1.4	4	-16	5	3.5
49	0.8	-7	34	2	2.0
50	-0.8	2	-6	0	2.8
51	-1.6	-1	-16	0	-2.9

Screens as filed in PubChem BioAssay.
